Bioassay records from PubChem BioAssay.
Apoferritin bind: candidate novel general anesthetic via apoferritin binding; AID 485281; apoferritin/1-aminoanthracene competitive binding, fluorescence; actives 0.074% (n = 350,000); Potency, µM (titrated, usually from 77.5 µM), for the others: top-dose activity change, negative = displacement, hits mostly inhibitors; P02791; further: potency means the concentration at half of the fitted maximal effect; on the % scale 0 is the no-effect control and ±100 the full control effect; nearly all actives have a fitted effect of over 20% in size
Target sequence (P02791 2-175 limits assumed): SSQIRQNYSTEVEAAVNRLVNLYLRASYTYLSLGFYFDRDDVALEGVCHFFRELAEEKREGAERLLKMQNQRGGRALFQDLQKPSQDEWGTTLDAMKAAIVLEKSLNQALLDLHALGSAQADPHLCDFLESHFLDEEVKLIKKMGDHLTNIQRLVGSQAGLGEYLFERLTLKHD
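In PBS, apoferritin at 10 uM is loaded with 1-AMA from a 50% saturated solution. After 10 min of compound exposure at ambient temperature, reduced 535 nm fluorescence indicates probe displacement.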
POLB inh: blocks human DNA polymerase beta activity | P06746 | Potency, µM (titrated, usually from 114 µM), without a hit: top-dose activity change, negative = inhibition, actives largely listed as inhibitors | Pol beta primer extension/strand displacement, fluorescence kinetic | actives 1.3% (n = 340,000); further: potency means the concentration at half of the fitted maximal effect; on the % scale 0 is the no-effect control and ±100 the full control effect
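Values derive from four-parameter Hill fits of normalized kinetic data: reads at 0 and 10 min following addition of 50 nM substrate to 10 nM Pol beta preincubated 15 min with compound.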
BLM helicase inh: Bloom syndrome helicase (human) inhibition | P54132 | recombinant BLM DNA unwinding, fluorescence dequenching | Potency, µM (top dose mostly 56.1 µM), without a hit: at the highest dose activity change, negative = inhibition, most hits filed as inhibitors | actives 0.2% (n = 350,000) | AID 2528;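 further: potency means the concentration at half of the fitted maximal effect; plate controls were vehicle for no effect and no enzyme for full effect; nearly all actives have a fitted effect of over 35% in size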
APE1 inh: APE1 (human) endonuclease inhibition; P27695; AID 2517; recombinant APE1, TAMRA/BHQ-2 abasic DNA cleavage fluorescence; actives 0.35% (n = 350,000); Potency, µM (doses to about 65.8 µM), inactives show at the highest dose activity change, negative = inhibition, usual class: inhibitors;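 further: potency means the concentration at half of the fitted maximal effect; plate controls were vehicle for no effect and reference inhibitor for full effect; nearly all actives have a fitted effect of over 55% in size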
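Endonuclease cleavage of a quenched abasic-site DNA duplex (50 nM) by APE1 (0.75 nM) was tracked by TAMRA dequenching. Compounds were preincubated with enzyme 15 min at room temperature; data normalized to buffer-only and DMSO wells plus NSC13755 control.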
POLI inh: inhibitors of human DNA polymerase iota; Q9UNA4; Pol iota fluorescent replication assay, 10 min; Potency, µM (titrated, usually from 115 µM), inactives show top-dose activity, negative = inhibition, most hits filed as inhibitors; actives 1% (n = 390,000); further: potency means the concentration at half of the fitted maximal effect
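Pol iota at 10 nM preincubated 15 min with compounds at room temperature; reaction started with fluorescent substrate, 50 nM final. Fluorescence read kinetically at 0 and 10 min; buffer-only wells as negative control.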
GRP78 ERSR act: ER stress response induction in glioma; U87-MG GRP78 promoter luciferase reporter, 16 h; Potency, µM, for the others: top-dose activation, most hits filed as activators; actives 0.02% (n = 420,000); AID 602332; further: potency means the concentration at half of the fitted maximal effect; series mostly up to about 76 µM; % of control where 0% means no effect; nearly all actives have a fitted effect of over 35% in size
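ERSR induction read as luciferase luminescence (Bright-Glo, 10 min at room temperature) in stably transfected human U87-MG glioma cells exposed to compounds for 16 h, using GRP78 as sensor.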
LDHA block: LDHA (human) enzyme inhibition. P00338. activity change, % (values are at about 110 or 230 µM). purified LDHA, NADH/diaphorase-resazurin fluorescence; stronger effect = lower value. actives 0.15% (n = 480,000); in the data active means activity change below about -30%; inconclusive means mostly about -25% to -30%;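 further: plate controls were DMSO wells for no effect and wells without enzyme for full effect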
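Resorufin fluorescence (ex540/em590), read at 0 and 20 min after diaphorase/resazurin addition, reports the NADH left after a 5 min room-temperature reaction of 2 nM human LDH5 with 0.06 mM NADH and 0.2 mM pyruvate.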
POLH inh: DNA polymerase eta (human) inhibition | AID 588591 | Potency, µM (doses to about 114 µM), without a hit: top-dose activity change, negative = inhibition, most hits filed as inhibitors | Q9Y253 | recombinant Pol eta, fluorescent DNA replication assay | actives 1.2% (n = 390,000); further: potency means the concentration at half of the fitted maximal effect; on the % scale 0 is the no-effect control and ±100 the full control effect
Target sequence (Q9Y253 whole entry, looked up): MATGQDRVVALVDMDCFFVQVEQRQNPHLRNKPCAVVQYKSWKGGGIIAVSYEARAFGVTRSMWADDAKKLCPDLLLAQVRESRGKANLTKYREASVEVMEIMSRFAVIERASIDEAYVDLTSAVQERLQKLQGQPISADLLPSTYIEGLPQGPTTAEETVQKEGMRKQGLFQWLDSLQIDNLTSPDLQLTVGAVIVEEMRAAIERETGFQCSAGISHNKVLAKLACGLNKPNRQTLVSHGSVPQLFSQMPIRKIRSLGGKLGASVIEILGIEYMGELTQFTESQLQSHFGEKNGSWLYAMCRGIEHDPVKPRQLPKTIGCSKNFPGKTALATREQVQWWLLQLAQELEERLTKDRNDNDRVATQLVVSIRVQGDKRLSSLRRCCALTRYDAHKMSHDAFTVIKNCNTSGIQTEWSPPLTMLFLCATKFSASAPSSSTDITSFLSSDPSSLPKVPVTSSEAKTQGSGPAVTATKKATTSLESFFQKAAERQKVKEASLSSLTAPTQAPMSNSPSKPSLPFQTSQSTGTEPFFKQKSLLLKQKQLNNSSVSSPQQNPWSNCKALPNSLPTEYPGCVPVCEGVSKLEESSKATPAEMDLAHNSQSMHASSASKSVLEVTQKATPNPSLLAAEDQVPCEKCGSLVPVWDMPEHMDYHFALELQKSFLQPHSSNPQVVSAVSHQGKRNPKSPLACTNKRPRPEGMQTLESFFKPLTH
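Pol eta at 10 nM preincubated with compounds 15 min at room temperature; reaction started with fluorescent substrate (50 nM final) and read kinetically at 0 and 10 min.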
POLK inh: blocks human DNA polymerase kappa activity. AID 588579. actives 0.53% (n = 400,000). Q9UBT6. purified Pol kappa, fluorescent DNA synthesis assay, 10 min. Potency, µM (titrated, usually from 107 µM), inactives show at the highest dose activity, negative = inhibition, most hits filed as inhibitors; further: potency means the concentration at half of the fitted maximal effect; on the % scale 0 is the no-effect control and ±100 the full control effect
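Kinetic fluorescence screen: compound preincubated 15 min RT with 10 nM enzyme; 50 nM substrate (final) initiates; reads at 0/10 min.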
An asterisk follows results filed as active; ? = inconclusive; nt = not tested or not shown; & = joins results of further samples; [ ] = another dose, or the depositor's remark. Unless noted, the call rests on the fitted dose curve; in most records, active means well fitted curve in the direction sought with a large enough effect; inconclusive means small, poorly fitted or top-dose-only effect, or another doubt; inactive means no such curve, though single readings can be large; an effect the other way counts as inactive or inconclusive. An excerpt. The share of hits here may be higher or lower than overall.

molecule	Apoferritin bind	POLB inh	BLM helicase inh	APE1 inh	POLI inh	GRP78 ERSR act	LDHA block	POLH inh	POLK inh
CC1CC(C)(C)NC(=S)N1CC(=O)NCc1ccc(F)cc1 (stereo unspecified)	-8%	13%	-4%	1%	115%[activator]	-2%	1	-7%	-11%
CN1CCN(Cc2ccc(OCc3ccccc3)cc2)CC1	?	29%	-6%	-10%	?	-4%	0	-13%	5%
CN1CC(c2ccccn2)C2(SC(=S)N(Cc3ccccc3)C2=O)C12C(=O)Nc1ccccc12 (stereo unspecified)	-17%	-1%	-7%	0%	-23%[58.9 µM]	-1%	5	-19%	-6%
Cc1c(C(=O)N2CCOCC2)oc2ccc(Br)cc12	nt	nt	nt	36%	18%	0%	-3	-16%	-11%
Cc1ccc(CNc2nc(C)c(C(=O)N(C)C)s2)cc1	-23%	26%	-2%	16%	13%	6%	-6	-8%	0%
CC(C)(C)c1ccccc1NC(=O)CSc1nc(-c2cccs2)cc(C(F)(F)F)n1	?	-22%	-4%	nt	5%	1%	-6	-4%	-4%
COc1ccccc1NC(=O)CSc1nc2nccnc2c(=O)n1CCc1c[nH]c2ccccc12	-11%	23%	-3%	nt	6%	0%	-15	-11%	-15%
Cc1cc(C)c(C)c(S(=O)(=O)Nc2cccc(-n3cnnn3)c2)c1C	2%	38%	0%	9%	12%	-3%	-2	-13%	-3%
Cc1nn(C(C)C(=O)NC(C)CCc2ccccc2)c(=O)c2cc3occc3n12 (stereo unspecified)	-19%	0%	-1%	83%[activator]	28%	-6%	0	-6%	8%
Cc1cc(C)c2cc3c(N)c(C(=O)N4CCc5ccccc5C4)sc3nc2c1	4%	-13%	-17%	-11%	4%	-5%	-11	-20%	-7%[60.1 µM]
CC(C)(C)NC(=O)N1CCN(c2nc(-c3ccccc3)ns2)CC1	1%	18%	-2%	-7%	42%[activator]	1%	-6	-14%	-11%
CCOc1ccc(C(=O)N2CCCC2)cc1	11%	12%	-10%	10%	8%	0%	-7	2%	-13%
CCc1nc(SCC(=O)Nc2nc3c(s2)CCCC3)c2ccccc2n1	-13%	23%	-6%	7%	-1%	5%	0	-17%	-1%
O=C(NC1CCCCC1)c1cc(-c2cccc(Cl)c2)on1	-16%	1%	0%	11%	44%[activator]	6%	-9	-22%	-4%
CCc1ccc2occ(CC(=O)NCc3ccccc3)c2c1	-10%	-3%	-3%	nt	?	-3%	10	-5%	10%
CCOc1ccc(NC(=O)CN2CCN(CC(=O)Nc3ccc(F)cc3F)CC2)cc1	1%	43%[activator]	-2%	nt	22%	-1%	3	-7%	-5%[60.1 µM]
O=C(Nc1ccccc1C(=O)O)c1cccc(S(=O)(=O)N2CCCC2)c1	5%	1%	-4%	nt	6%	0%	-16	-16%	-9%
CCOc1ccc(NC(=O)CCC(=O)c2ccc(-c3ccccc3)cc2)cc1	-1%	29%	3%	13%	-14%	-5%	-3	-11%	-4%
CCOC(=O)N1CCN(C(=O)COC(=O)c2ccc([N+](=O)[O-])cc2Cl)CC1	nt	nt	nt	19%	2%	-2%	2	-24%	-2%
CCn1c(SCc2ccccc2)nc2cc(S(N)(=O)=O)ccc21	-13%	15%	3%	-1%	14%	0%	5	-15%	0%
CC(C)c1ccc(/C=C/C(=O)NC2=NCCS2)cc1	?	21%	-2%	?	nt	nt	nt	nt	nt
CCOC(=O)c1sc(=NC(=O)c2ccc(F)cc2)n(C)c1C	-3%	1%	1%	50%[activator]	29%	9%	-4	-7%	-12%
Cc1cc([N+](=O)[O-])c2[nH]c(C(=O)N/N=C/c3ccccc3C(=O)O)c(-c3ccccc3)c2c1	-11%	28µM*	-6%	-5%	21%	-3%	3	45µM*	-7%
COc1ccccc1NC(=O)COc1ccc(Br)cc1CNCCCN1CCOCC1	-8%	33%	-7%	7%	6%	-6%	-4	5%	-3%
Cn1c(=O)cc(OCC(=O)N2CCN(c3ccc(F)cc3)CC2)c2ccccc21	-14%	8%	-4%	nt	19%	-2%	1	-15%	-6%
Cc1ccc(C)c(CN2C(=O)c3ccccc3S(=O)(=O)c3ccc(C(=O)N4CCCCC4)cc32)c1	?	-3%	-9%	nt	6%	nt	-2	nt	-3%
Cc1cc(C)n(-c2nc3cc(Cl)ccc3nc2N2CCN(c3cccc(C)c3C)CC2)n1	3%	-4%	-7%	nt	8%	-3%	-12	-7%	-1%
N#Cc1nc(-c2ccccc2)oc1NCc1ccco1	-7%	-24%	-4%	13%	-4%	6%	-2	-12%	-12%
COc1ccc(-n2c(C)cc(C(=O)COC(=O)Cn3cnc4ccccc43)c2C)cc1	-2%	3%	-7%	-5%	8%	-2%	9	-7%	-16%
O=[N+]([O-])c1ccc(O)c(CSc2nnnn2-c2ccccc2)c1	-8%	-1%	-4%	-3%	39%[activator]	-5%	-1	3%	-10%
CCOc1ccccc1N(C(=O)c1snc(C(N)=O)c1N)C(C(=O)NCC1CCCO1)c1ccc2ncccc2c1 (stereo unspecified)	5%	6%	0%	29%[12.4 µM]	18%	-1%	-5	-22%	-13%
CN(CC(=O)Nc1ccc(Cl)cc1)C(=O)CCC1CCCC1	-11%	-10%	-1%	-2%	7%	-4%	-7	5%	-10%
O=C(Nc1c(C(=O)N2CCCCC2)cnn1-c1ccccc1)c1ccccc1	-5%	44%	1%	15%	23%	0%	3	-14%	13%
COc1ccc(/C=C\c2onc(C)c2S(=O)(=O)N2CCC(C(=O)Nc3ccc(F)cc3F)CC2)cc1	-10%	14%	1%	nt	24%	-1%	-11	-15%	-2%
COc1cccc(/C=C/c2[nH]c(=O)[nH]c(=O)c2[N+](=O)[O-])c1O	-10%	32%	-2%	26%	11µM*	2%	8	50µM*	-17%
O=C(COC(=O)c1ccccc1)NC(=O)NC1CCCC1	nt	nt	nt	-10%	51%[activator]	3%	-3	-18%	1%
CC(C)(C)OC(=O)N1Cc2ccccc2C[C@H]1C(=O)NCC(=O)NCC1CCCO1 (stereo partly specified)	4%	1%	-1%	20%	6%	-3%	0&-5	-5%	9%
CC1CC(=O)N(CC(=O)Nc2ccc3c(c2)OCO3)c2ccccc2S1 (stereo unspecified)	-16%	-7%	-4%	-4%	3%	-3%	-10	-4%	-7%
CC1(C)CC(=O)C(C=NCc2ccccn2)=C(O)C1	-7%	-9%	-2%	-5%	-9%	-1%	1	0%	-16%
NNC(=O)c1nnsc1-c1csnn1	nt	nt	nt	nt	-6%	-3%	4	2%	-2%

Brought forward from above: 4 compounds, then new ones.
molecule	Apoferritin bind	POLB inh	BLM helicase inh	APE1 inh	POLI inh	GRP78 ERSR act	LDHA block	POLH inh	POLK inh
CC(C)(C)OC(=O)N1Cc2ccccc2C[C@H]1C(=O)NCC(=O)NCC1CCCO1 (stereo partly specified)	4%	1%	-1%	20%	6%	-3%	0&-5	-5%	9%
CC1CC(=O)N(CC(=O)Nc2ccc3c(c2)OCO3)c2ccccc2S1 (stereo unspecified)	-16%	-7%	-4%	-4%	3%	-3%	-10	-4%	-7%
CC1(C)CC(=O)C(C=NCc2ccccn2)=C(O)C1	-7%	-9%	-2%	-5%	-9%	-1%	1	0%	-16%
NNC(=O)c1nnsc1-c1csnn1	nt	nt	nt	nt	-6%	-3%	4	2%	-2%
COC(=O)CNc1nc(Cl)nc(NC2CCCCC2)n1	?	16%	-4%	10%	7%	-1%	-8	-2%	-17%
CCOC(=O)c1cccc(NC(=O)CNC(=O)C2CCCCC2)c1	?	21%	1%	2%	12%	1%	3	-7%	-14%
CCCN1Cc2cccc(C(=O)NCCc3cccc(C)c3)c2C1=O	-12%	-25%	-3%	-2%	?	-3%	-1	-8%	-6%
O=C(O)CCc1nc2cc(Cl)ccc2n(Cc2ccccc2)c1=O	-7%	-6%	-6%	-5%	86%[activator]	10%	-7	-1%	-17%
Fc1ccc(NC(=S)Nc2nccs2)cc1	-15%	38%	-7%	10%	0%	0%	-2	-11%	2%
CCC1C(=O)Nc2ccccc2N1C(=O)c1ccc(Cl)nc1 (stereo unspecified)	1%	25%	-2%	15%	9%	3%	-6	-10%	-3%
COc1ccccc1NC(=O)C1CCCN(C(=O)NCc2ccccc2)C1 (stereo unspecified)	-5%	62%	-5%	-1%	19%	-4%	-6	3%	-4%
O=C(NCCc1ccc2c(c1)OCCO2)c1ccccc1F	-9%	0%	-4%	1%	39%[activator]	1%	-8	-3%	-9%
COc1cccc(-n2c(-c3ccc(C)cc3)cc3c2CC(C)(C)CC3=O)c1	-4%	19%	-12%	nt	-7%	-2%	-6	-15%	-4%
CCOC(=O)Cn1c(-c2ccc(OC)cc2)c(-c2ccc(OC)cc2)nnc1=O	-23%	-12%	-3%	-2%	17%	-2%	-2	-6%	0%
Clc1ccc(Nc2nc(C3CC3)cs2)cc1	?	11%	-11%	24%	-3%	5%	-3	-13%	-9%
O=C1OCc2cc(NC(=O)C3CCCO3)ccc21 (stereo unspecified)	-5%	24%	1%	-3%	7%	0%	-5	3%	-18%
CC(C)(C)C1=Nn2c(nnc2-c2n[nH]c3c2CCC3)SC1	1%	9%	4%	1%	6%	-5%	-3	-5%	-1%
CSc1ccccc1NC(=O)Nc1ccccc1Cl	-6%	9%	-7%	-2%	38%[activator]	2%	0&-5	-22%	1%
CC(C)OP(=O)(OC(C)C)C(O)c1ccc2c(c1)OCO2 (stereo unspecified)	8%	26%	2%	1%	15%	-5%	-6	-16%	-12%
COc1ccc(NC(=O)c2nc(C)c(C3(C)CC(c4ccccc4)=NO3)s2)cc1 (stereo unspecified)	5%	3%	-6%	-6%	-1%	-2%	-5	-8%	-3%
